# Screening results (PubChem BioAssay)
# PP1 inh: PP1-alpha phosphatase inhibitors, primary screen, counter-screen for PP5 inhibitor project, biochemical, fluorescence, OMFP substrate, single point; Serine/threonine-protein phosphatase PP1-alpha catalytic subunit (Homo sapiens), P62136; purified PP1alpha; inhibition, % at 6.7 µM; 0.9% of 320,000 active; AID 2235, 2010;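 active = inhibition above the mean inhibition of all tested compounds plus 3 SD, computed separately for each screening campaign, cut at about 15% in these data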
# Target sequence (P62136 whole entry, looked up): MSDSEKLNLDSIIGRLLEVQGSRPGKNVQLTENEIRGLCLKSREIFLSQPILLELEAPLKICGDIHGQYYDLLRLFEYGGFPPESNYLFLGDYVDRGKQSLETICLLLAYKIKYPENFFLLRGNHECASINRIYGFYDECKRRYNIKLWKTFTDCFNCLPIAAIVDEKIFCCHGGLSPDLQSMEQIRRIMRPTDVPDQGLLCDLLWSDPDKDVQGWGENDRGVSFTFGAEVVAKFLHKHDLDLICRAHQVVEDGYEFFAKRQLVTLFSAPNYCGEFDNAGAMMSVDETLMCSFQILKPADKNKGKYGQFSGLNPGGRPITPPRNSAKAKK
# Efflux pump inh: inhibitors of Candida efflux pumps in yeast, primary screen, S. cerevisiae, Nile Red, multiplex. S. cerevisiae Candida pump triplex. inhibition, % at 10 µM. 0.44% of 330,000 active;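 active = plate passing quality check with inhibition over a set limit, or well fluorescence over plate mean plus 4 SD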;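 note: Nile Red retained in pooled yeast measured as flow cytometry median fluorescence; 0% = buffer negative control and 100% = Enniatin B positive control; higher means more Nile Red kept so more efflux inhibition; some compounds called inactive have numbers as strong as hits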
# Fh CTSL1 inh: Fasciola hepatica cathepsin L1 inhibitors, primary screen, counter-screen for PFM18AAP inhibitor project, biochemical, QFRET, fluorogenic peptide substrate. recombinant F. hepatica cathepsin L1, Z-Leu-Arg-MCA fluorescence. inhibition, % at 5.96 µM. 0.49% of 300,000 active;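 active = inhibition above the mean of all tested compounds plus 3 SD, set per screening campaign, cut at about 17% in these data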;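 note: 0% = plate median of test compound wells and 100% = 1 µM Z-Phe-Ala-diazomethylketone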
# TPT1 inhibitor: Candida albicans TPT1 enzyme inhibitors, primary screen, biochemical, fluorescence polarization; tRNA 2'-phosphotransferase TPT1 (Candida albicans SC5314); recombinant caTPT1, FP RNA substrate dephosphorylation; inhibition, % at 5 µM; 0.81% of 300,000 active; AID 1962, 2009;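 active = inhibition above the mean of all tested compounds plus 3 SD, set per screening campaign, cut at about 24% in these data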;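 note: plate controls were DMSO alone for no effect and ferristatin control at 100 nM for full effect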
# core dimer inh: inhibitors of HCV core protein dimerization, primary screen, biochemical, TR-FRET, high-throughput | AID 1899, 2009 | 0.33% of 300,000 active | inhibition, % at 5 µM | TR-FRET GST/Flag-core106 dimerization, 1536-well;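 active = inhibition above the mean of all tested compounds plus 3 SD, set per screening campaign, cut at about 45% in these data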
#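 Material: Tagged HCV core106 pair (GST and Flag) | Amount: GST-core106 13.5 nM, Flag-core106 17 nM | Medium: KF-containing HEPES buffer, pH 7.45, DTT, CHAPS, BSA | Reagent: Eu donor and XL665 acceptor anti-tag antibodies | Schedule: 4 h at 22.5 °C | Technique: Time-resolved FRET, ex 340 nm, em 617 and 671 nm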
# PREPL inhibitor: PREPL enzyme inhibitors, primary screen, biochemical, fluorescence polarization. recombinant PREPL, fluorescence polarization activity-based probe. inhibition, % at 5.96 µM. 0.68% of 320,000 active. AID 2751, 2010; in the data active = inhibition above about 43%;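 note: 0% = enzyme with DMSO and 100% = wells lacking enzyme; many of its hits are not listed in these tables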
# LYPLA2 inh: LYPLA2 inhibitors, primary screen, counter-screen for PME1 inhibitor project, biochemical, fluorescence polarization, FP-Rh probe ABPP; recombinant LYPLA2; inhibition, % at 5.9 µM; 0.38% of 320,000 active;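 active = inhibition above the screen-wide mean plus 3 SD, limit set per campaign, cut at about 26% in these data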;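 note: 0% = LYPLA2 with DMSO and 100% = wells lacking LYPLA2 enzyme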
# Target sequence (O95372 whole entry, looked up): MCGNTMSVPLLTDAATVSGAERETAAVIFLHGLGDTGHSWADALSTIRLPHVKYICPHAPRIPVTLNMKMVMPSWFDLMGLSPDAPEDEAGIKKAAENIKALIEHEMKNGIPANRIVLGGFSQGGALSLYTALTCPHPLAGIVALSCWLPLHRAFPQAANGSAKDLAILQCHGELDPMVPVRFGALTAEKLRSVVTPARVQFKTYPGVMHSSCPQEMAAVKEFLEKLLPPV
# PP5 inh: PP5 phosphatase inhibitors, primary screen, biochemical, fluorescence; inhibition, % at 6.7 µM; purified PP5c, OMFP substrate fluorescence; 0.18% of 320,000 active; Serine/threonine-protein phosphatase 5 (Homo sapiens), P53041;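 active = inhibition above the campaign's mean inhibition across all tested compounds plus 3 SD, cut at about 9.5% in these data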;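 note: 0% = DMSO only and 100% = 100 µM cantharidin control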
# Target sequence (P53041 whole entry, looked up): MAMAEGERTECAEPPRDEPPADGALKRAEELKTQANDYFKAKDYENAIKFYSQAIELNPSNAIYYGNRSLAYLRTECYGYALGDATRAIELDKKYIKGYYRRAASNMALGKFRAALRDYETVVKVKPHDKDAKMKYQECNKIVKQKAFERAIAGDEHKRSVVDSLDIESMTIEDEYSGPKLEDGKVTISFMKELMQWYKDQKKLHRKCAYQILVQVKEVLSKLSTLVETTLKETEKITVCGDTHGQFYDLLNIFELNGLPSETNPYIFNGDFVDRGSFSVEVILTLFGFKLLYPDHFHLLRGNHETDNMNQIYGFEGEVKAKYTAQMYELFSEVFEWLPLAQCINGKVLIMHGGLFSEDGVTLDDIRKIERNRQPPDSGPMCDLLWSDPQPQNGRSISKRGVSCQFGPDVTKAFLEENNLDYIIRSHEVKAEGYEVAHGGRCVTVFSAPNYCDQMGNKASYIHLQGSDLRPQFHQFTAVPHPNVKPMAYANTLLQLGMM
# GASC-1 inh: inhibitors of GASC-1 histone demethylase, primary screen, biochemical, fluorescence, DELFIA europium; Lysine-specific demethylase 4C (Homo sapiens), Q9H3R0; GST-JMJD2C(1-420) H3K9me3 demethylation; inhibition, % at 2.35 µM; 0.069% of 330,000 active;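 active = more than half of a compound's replicate wells show inhibition beyond 50%, single wells judged on their own value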;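 note: signal counts dimethyl H3K9 product captured on neutravidin plate; 0% = median of DMSO wells and 100% = 0.3 times that DMSO median; strong numbers were not always called active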
# * = called active by the depositor; nt = not tested or not shown; & = joins results of further samples.
[1] CCCOc1ccc(/C=C/C(=O)NCc2ccccc2)cc1
[2] Cc1ccc(S(=O)(=O)N(C)C)cc1-n1c(SCC(=O)Nc2ccc(F)cc2)nc2ccccc2c1=O
[3] COc1ccc(N2CCN(C(=S)Nc3cc(C)cc(C)c3)CC2)cc1
[4] O=C(c1cscn1)N1CCCC(N2CCN(c3ccc(F)cc3)CC2)C1 (stereo not given)
[5] COc1ccc(-c2noc(=O)n2Cc2ccccc2F)cc1
[6] O=C(CSc1nnc(-c2cccnc2)o1)c1cc2ccccc2oc1=O
[7] O=C(CSc1ncccc1C(=O)O)NC1CCCCCCC1
[8] N#CC1=C(N)C(C#N)(C#N)[C@H](c2cccnc2)[C@H]2CN(C(=O)OCc3ccccc3)CC=C12
assay / entry	1	2	3	4	5	6	7	8
PP1 inh	-1	3	-3	-1	0	6	2	2
Efflux pump inh	0.6	0.1	0.0	-0.1	0.1	-0.1	0.0	-0.2
Fh CTSL1 inh	-6	10	0	3	-4	-1	2	12
TPT1 inhibitor	-3	0	0	-1	-3	-2	1	7
core dimer inh	-3	5	2	-4	6	-9	0	5
PREPL inhibitor	3	19	3	5	-7	-5	2	27
LYPLA2 inh	-3	-35	0	7	0	2	-1	-2
PP5 inh	3.7	5.8	1.7	1.5	-5.1	-2.0	-0.8	2.1
GASC-1 inh	-1	-10	-6	3	16	-23	4	-3

[9] CCC(=O)N1CCC2(CC1)Oc1ccc(F)cc1C(=O)C21CC(c2ccccc2)=NO1 (stereo not given)
[10] CCCC1CC(C)(/C(C)=N\NC(N)=S)OC1=O (stereo not given)
[11] Cc1ccc2nc(NC(=O)CSc3nnc(C)c(=O)n3N)sc2c1
[12] CN(CC(=O)Nc1cccc(F)c1)CC(=O)N1CCCCC1
[13] NC(=O)C1CCN(C(=O)COc2ccc3c(c2)oc(=O)c2ccccc23)CC1
[14] CCOC(=O)c1c(C)[nH]c(C)c1C(=O)COC(=O)c1c(OC)cccc1OC
[15] O=C(COC(=O)c1cnccn1)Nc1cccc2ccccc12
[16] CCOc1ccccc1CNC(=O)c1nn(CC)cc1[N+](=O)[O-]
assay / entry	9	10	11	12	13	14	15	16
PP1 inh	4	7	-2	-8	0	-2	-3	-2
Efflux pump inh	0.0	0.1	0.2	0.0	-0.3	0.1	0.2	0.2
Fh CTSL1 inh	-2	10	3	nt	-2	-7	-15	-2
TPT1 inhibitor	2	1	-4	nt	-6	1	-2	-2
core dimer inh	7	-5	0	nt	1	6	6	-4
PREPL inhibitor	-4	2	-1	-1	-1	-5	2	2
LYPLA2 inh	1	-3	-5	7	5	0	-1	0
PP5 inh	1.5	-0.8	-2.0	-0.1	0.0	2.7	-1.4	4.0
GASC-1 inh	4	-21	-1	-14	nt	13	-9	-3

[17] O=C(CN1CCOCC1)NNC(=O)c1ccc([N+](=O)[O-])cc1
[18] O=C(NN1c2ccccc2CCc2ccccc21)c1ccccc1Br
[19] CC(=O)Nc1ccc(C(=O)NNC(=O)c2ccc(Cl)cc2)cc1
[20] Cc1nn(C)c(C)c1S(=O)(=O)NC1CCCC1
[21] COc1ccccc1NC(=O)C(C)OC(=O)CCCN=C1NS(=O)(=O)c2ccccc21 (stereo not given)
[22] O=C(NCC(=O)N1CCN(C(=O)c2ccccc2)CC1)c1ccc(Cl)cc1Cl
[23] Cc1cc(C)c2c(N)c(C(=O)Nc3ccc([N+](=O)[O-])cc3)sc2n1
[24] CN(C)CCN(C(=O)c1ccc(C(=O)c2ccccc2)cc1)c1nc2cc3c(cc2s1)OCO3
assay / entry	17	18	19	20	21	22	23	24
PP1 inh	-3	3	-2	-3	-2	-4	-1	2
Efflux pump inh	0.0	0.0	0.3	0.0	-0.3	0.3	0.0	0.1
Fh CTSL1 inh	0	2	-8	-5	-8	nt	-1	-1
TPT1 inhibitor	0	1	-1	2	0	nt	-5	-1
core dimer inh	-14	17	-7	-12	2	nt	3	-6
PREPL inhibitor	10	-7	-2	-9	18	12	1	13
LYPLA2 inh	-3	-4	5	8	5	4	-2	14
PP5 inh	2.4	-0.4	2.6	0.5	-0.9	3.7	1.1	3.8
GASC-1 inh	7	-1	7	22	4	2	-3	0

[25] Cn1cc(CNC(=O)CC2C(=O)NCCN2CC(C)(C)C)cn1 (stereo not given)
[26] CCCCNc1nc2ccccc2nc1NS(=O)(=O)c1cccs1
[27] CC1Cc2ccccc2N1S(=O)(=O)c1cccc(C(=O)N2Cc3ccccc3CC2C(N)=O)c1 (stereo not given)
[28] CCO[C@@H]1OC(C(N)=O)=C[C@H](C(C)(C)C)[C@H]1CCCO
[29] COc1ccc(C(=O)Nc2ccc(C(F)(F)F)n(C)c2=O)cc1
[30] Cc1onc(-c2ccncc2)c1C(=O)O
[31] COc1ccc(CNc2nc3nc4c(c(=O)n3[nH]2)CCC4)cc1
[32] C/C(Cc1ccccc1)=N\NC(=O)CNC(=O)c1ccc(Br)cc1
assay / entry	25	26	27	28	29	30	31	32
PP1 inh	-1	2	-1	4	8	0	2	-3
Efflux pump inh	0.7	0.0	0.2	0.0	0.3	0.0	0.2	0.0
Fh CTSL1 inh	-1	0	nt	-2	9	0	-4	-3
TPT1 inhibitor	-11	-1	nt	1	0	0	2	-3
core dimer inh	-3	5	nt	-3	-10	-5	4	5
PREPL inhibitor	-4	1	5	-5	9	3	4	2
LYPLA2 inh	-6	2	6	2	-6	6	-3	-1
PP5 inh	3.9	0.8	2.1	0.3	-8.1	2.0	1.6	2.3
GASC-1 inh	11	-4	-9	-5	-30	4	0	2

[33] CCOc1ccccc1N1CC(C(=O)NNC(=O)c2cc(OC)c(OC)c(OC)c2)CC1=O (stereo not given)
[34] Cc1ccc(N2CC(C(=O)Nc3ccc4c(c3)OCCO4)CC2=O)cc1C (stereo not given)
[35] Cc1ccc(C)c(NC(=O)CN(C)C(=O)c2ccccc2OCc2ccc(Cl)cc2)c1
[36] CC1CCN(c2oc(-c3ccco3)nc2S(=O)(=O)c2ccccc2)CC1
[37] CC(=O)c1cn(CCOc2ccc(F)cc2)c2ccccc12
[38] CC(C)(CNC(=O)Cc1ccc(Cl)cc1Cl)N1CCCCC1
[39] COC(=O)/C(N=Nc1cccc(C(F)(F)F)c1)=C(\C)O
[40] COc1ccc(CN(C(=O)Cn2nnc3ccccc32)C(C(=O)NC(C)(C)C)c2ccco2)cc1 (stereo not given)
assay / entry	33	34	35	36	37	38	39	40
PP1 inh	-2	-1	-2	-3	3	0	-1	-5
Efflux pump inh	0.1	0.1	-0.1	-0.1	-0.1	-0.3	-0.2	0.2
Fh CTSL1 inh	nt	0	-2	3	-3	4	1	-3
TPT1 inhibitor	nt	-3	-1	0	-5	1	1	-1
core dimer inh	nt	-2	2	8	-6	11	-5	5
PREPL inhibitor	-1	7	-2	5	-24	20	8	7
LYPLA2 inh	-4	1	5	2	10	-6	1	2
PP5 inh	1.7	-0.4	2.0	1.8	3.5	1.7	-0.1	1.1
GASC-1 inh	15	8	1	0	-16	3	8	80&-8

# 7 entries from above, bar-delimited:
no. | canonical_smiles | PP1 inh | Efflux pump inh | Fh CTSL1 inh | TPT1 inhibitor | core dimer inh | PREPL inhibitor | LYPLA2 inh | PP5 inh | GASC-1 inh
33 | CCOc1ccccc1N1CC(C(=O)NNC(=O)c2cc(OC)c(OC)c(OC)c2)CC1=O (stereo not given) | -2 | 0.1 | nt | nt | nt | -1 | -4 | 1.7 | 15
34 | Cc1ccc(N2CC(C(=O)Nc3ccc4c(c3)OCCO4)CC2=O)cc1C (stereo not given) | -1 | 0.1 | 0 | -3 | -2 | 7 | 1 | -0.4 | 8
35 | Cc1ccc(C)c(NC(=O)CN(C)C(=O)c2ccccc2OCc2ccc(Cl)cc2)c1 | -2 | -0.1 | -2 | -1 | 2 | -2 | 5 | 2.0 | 1
36 | CC1CCN(c2oc(-c3ccco3)nc2S(=O)(=O)c2ccccc2)CC1 | -3 | -0.1 | 3 | 0 | 8 | 5 | 2 | 1.8 | 0
37 | CC(=O)c1cn(CCOc2ccc(F)cc2)c2ccccc12 | 3 | -0.1 | -3 | -5 | -6 | -24 | 10 | 3.5 | -16
38 | CC(C)(CNC(=O)Cc1ccc(Cl)cc1Cl)N1CCCCC1 | 0 | -0.3 | 4 | 1 | 11 | 20 | -6 | 1.7 | 3
39 | COC(=O)/C(N=Nc1cccc(C(F)(F)F)c1)=C(\C)O | -1 | -0.2 | 1 | 1 | -5 | 8 | 1 | -0.1 | 8

# Further structures follow.
[41] CCOC(=O)c1sc(NC(=O)Nc2ccc(F)cc2)nc1C
[42] COc1ccccc1-c1cc(C(=O)Nc2cccnc2Cl)no1
[43] CC(C)(C)c1ccc(C(=O)N2CCCC2c2cccs2)cc1 (stereo not given)
[44] CCOC(=O)c1sc(NC(=S)NC(=O)CC(C)C)cc1C
[45] Cc1cc(NCCN2CCOCC2)n2ncc(-c3ccccc3)c2n1
[46] COc1ccc(NC(=O)CN2CCN(CC(=O)Nc3ccccc3F)CC2)c(OC)c1
[47] O=C(N/N=C/c1cc(Br)ccc1O)Nc1ccccc1
[48] O=C(NCCc1ccccc1)C1CCN(S(=O)(=O)N2CCCC2)CC1
assay / entry	41	42	43	44	45	46	47	48
PP1 inh	1	-3	4	8	5	-3	6	-1
Efflux pump inh	-0.1	-0.2	0.1	-0.1	0.0	0.2	0.3	0.2
Fh CTSL1 inh	-4	-1	2	3	4	0	8	0
TPT1 inhibitor	-4	2	-3	-1	-5	2	1	1
core dimer inh	-2	14	12	71*	-13	3	-3	-1
PREPL inhibitor	-2	0	-4	2	14	5	25	2
LYPLA2 inh	3	5	9	6	8	0	-4	2
PP5 inh	3.1	0.9	2.3	5.3	2.9	0.1	3.9	2.8
GASC-1 inh	-1	5	1	3	10	-5	-30	9

[49] CCCCCNC(=O)CCc1ccccc1
[50] Cc1ccccc1N1CCN(C(=O)CCN2C(=O)c3ccccc3C2=O)CC1
[51] COCCN(C(=O)c1csnn1)C(C(=O)NC1CCCC1)c1ccc(C)cc1 (stereo not given)
[52] CCOc1ccc(C(=O)N2CCN(c3cccc(Cl)c3)CC2)cc1
[53] C/C(=N\NC(=O)c1ccccc1)c1ccc(C)c([N+](=O)[O-])c1
[54] COc1cccc(-c2nc(CS(=O)CC(=O)O)c(C)o2)c1 (stereo not given)
assay / entry	49	50	51	52	53	54
PP1 inh	-4	-1	-3	-3	-3	-1
Efflux pump inh	0.0	0.0	0.0	0.0	0.7	-0.1
Fh CTSL1 inh	2	0	-10	0	-3	3
TPT1 inhibitor	-2	0	-2	-7	0	-4
core dimer inh	-2	-4	-2	8	-7	0
PREPL inhibitor	1	15	-5	24	10	-3
LYPLA2 inh	1	3	-1	17	3	13
PP5 inh	1.1	-0.1	0.0	2.0	2.7	0.9
GASC-1 inh	5	2	0	2	-2	-13

# A portion of the library, so the mix of outcomes need not match the whole.
